Screening data from PubChem.
Bim-Bcl-B – inhibitors of Bim-Bcl-B interaction, human. Q9HD36. bead-based flow cytometry, Bim peptide-Bcl-B binding. inhibition, % at 10 µM. 190,000 tested, 0.073% active;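 further: 0% = tracer peptide without compound and 100% = reference inhibitor peptide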
Target sequence (Q9HD36 whole entry, looked up): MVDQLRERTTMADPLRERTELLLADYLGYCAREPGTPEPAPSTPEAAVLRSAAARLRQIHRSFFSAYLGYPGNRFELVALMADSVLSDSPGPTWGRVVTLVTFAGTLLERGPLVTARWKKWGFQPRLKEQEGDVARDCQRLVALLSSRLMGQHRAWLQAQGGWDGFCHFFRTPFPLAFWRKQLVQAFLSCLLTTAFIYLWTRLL
Mcl1-Bid inh – Mcl-1/Bid interaction inhibition | Q07820 | TR-FRET Mcl-1/Bid-Dy647 peptide binding, 1536-well | inhibition, % at 21.7 µM | 220,000 tested, 0.97% active | AID 1021;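 active means compounds that cut the binding signal by more than half at the single screening dose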;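 further: His-tagged Mcl-1 with europium anti-His antibody binding Bid BH3 peptide; 0% = Mcl-1 plus peptide wells and 100% = peptide-only wells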
Target sequence (Q07820 whole entry, looked up): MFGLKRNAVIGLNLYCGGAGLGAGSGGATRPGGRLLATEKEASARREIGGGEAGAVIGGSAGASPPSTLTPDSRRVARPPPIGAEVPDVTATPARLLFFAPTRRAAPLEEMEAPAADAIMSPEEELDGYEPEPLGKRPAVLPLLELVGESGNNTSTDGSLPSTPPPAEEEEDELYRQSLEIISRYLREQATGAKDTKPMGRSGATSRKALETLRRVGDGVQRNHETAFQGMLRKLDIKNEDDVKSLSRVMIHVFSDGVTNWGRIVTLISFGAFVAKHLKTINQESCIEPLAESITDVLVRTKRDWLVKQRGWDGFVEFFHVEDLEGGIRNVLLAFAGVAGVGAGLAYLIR
Bim-Bfl-1 – disrupts Bim binding to human Bfl-1 | Bead-based flow cytometry, Bim-Bfl-1 binding inhibition | Q16548 | AID 1008 | 190,000 tested, 0.12% active | inhibition, % at 10 µM;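 further: 0% = wells without compound plus tracer and 100% = blocker peptide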
RGS8-Gao reg – human RGS8-Galphao interaction regulation; P09471; multiplexed bead flow cytometry, RGS8-Galphao binding; actives lie on both sides; response (percent of control binding), % at 10 µM; 220,000 tested, 0.34% active; in the data active means response below about 60% or above about 140%; inactive means in between;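 further: Galphao activated as the GDP aluminium fluoride complex binding bead-coupled RGS8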
Target sequence (P09471 whole entry, looked up): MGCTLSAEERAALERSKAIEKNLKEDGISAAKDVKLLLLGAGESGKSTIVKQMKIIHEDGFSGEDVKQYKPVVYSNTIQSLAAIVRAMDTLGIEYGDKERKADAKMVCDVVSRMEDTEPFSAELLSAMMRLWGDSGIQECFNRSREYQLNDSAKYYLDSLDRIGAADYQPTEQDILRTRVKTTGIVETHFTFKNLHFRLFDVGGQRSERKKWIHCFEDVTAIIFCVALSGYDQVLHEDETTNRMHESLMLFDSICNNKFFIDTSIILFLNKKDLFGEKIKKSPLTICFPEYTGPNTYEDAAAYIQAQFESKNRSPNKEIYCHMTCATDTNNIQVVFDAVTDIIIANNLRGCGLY
Bim-Bcl-XL – inhibitors of Bim-Bcl-XL interaction, human; Q07817; Bim peptide-Bcl-XL binding, bead flow cytometry, fluorescence; inhibition, % at 10 µM; 190,000 tested, 0.04% active; AID 1007
RGS7-Gao reg – human RGS7-Galphao interaction regulation; P09471; Multiplexed bead flow cytometry, RGS7-Galphao binding; actives lie on both sides; 220,000 tested, 0.35% active; AID 1439; binding response (% of control), % at 10 µM; in the data active means binding response below about 49% or above about 150%; inconclusive means no clear call, values can overlap the other calls; inactive means in between;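 further: fluorescent Galphao held in activated GDP-AlF4 state binding bead-coupled RGS7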
Bcl-W Bim block – inhibitors of Bim-Bcl-W interaction, human; bead-based flow cytometry, Bim peptide-Bcl-W binding; inhibition, % at 10 µM; 190,000 tested, 0.02% active; AID 952;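 further: 0% = bound tracer without compound and 100% = peptide blocker; higher means less fluorescent Bim peptide bound to Bcl-W beads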
RGS4-Gao reg – human RGS4-Galphao interaction regulation. binding response (% of control), % at 10 µM. 220,000 tested, 0.33% active. P09471. Multiplexed bead flow cytometry, RGS4-Galphao binding; actives lie on both sides; in the data active means binding response below about 49% or above about 150%; inactive means in between;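 further: fluorescent Galphao activated with aluminum fluoride binding bead-coupled RGS4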
Bim-Bcl-2 – human Bim-Bcl-2 interaction inhibition; P10415; Bead-based flow cytometry, Bim peptide-Bcl-2 binding; inhibition, % at 10 µM; 190,000 tested, 0.06% active; AID 950; in the data active means inhibition above about 40%; inconclusive means no clear call, values can overlap the other calls;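 further: 0% = no compound wells with probe peptide and 100% = reference peptide inhibitor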
Bim-Mcl-1 – human Bim-Mcl-1 interaction inhibition | Q07820 | AID 1009 | Bead-based flow cytometry, Bim peptide-Mcl-1 binding | 190,000 tested, 0.1% active | inhibition, % at 10 µM;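 further: 0% = no compound tracer wells and 100% = peptide blocker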
Mcl1-Noxa inh – Mcl-1/Noxa interaction inhibition; Q07820; TR-FRET Mcl-1/Noxa peptide binding, 2 h; inhibition, % at 21.7 µM; 220,000 tested, 1.5% active; AID 1022;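 active means compounds that cut the protein-peptide binding signal by more than 50% relative to plate controls in a single-dose test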;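 further: His-tagged Mcl-1 with rhodamine Noxa BH3 peptide and terbium anti-His antibody; 0% = Mcl-1 plus Noxa peptide wells and 100% = peptide-only wells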
An asterisk follows results filed as active; ? = inconclusive; nt = no result given. Unless noted, no stated cut-off is given here; in the data, active means inhibition above about 40%.

The line under a structure holds: Bim-Bcl-B	Mcl1-Bid inh	Bim-Bfl-1	RGS8-Gao reg	Bim-Bcl-XL	RGS7-Gao reg	Bcl-W Bim block	RGS4-Gao reg	Bim-Bcl-2	Bim-Mcl-1	Mcl1-Noxa inh
#1 COc1ccc(C(=O)NCc2cc(C)nc3ccccc23)cc1OC
→ 0	-37	-8	103	-1	100	2	103	0	4	-2
#2 Cc1ccccc1CC1(CO)CCCN(Cc2c(C)nn(C)c2Cl)C1 (centres undefined)
→ -6	-14	-5	100	-2	101	-1	102	-2	-2	16
#3 COC(=O)Cc1cc(=O)n2[nH]c(C)nc2n1
→ -10	16	-12	102	1	104	5	101	-9	-2	18
#4 COc1ccc(N(C(=O)c2ccco2)S(=O)(=O)c2cccs2)cc1
→ -10	-2	-12	96	-20	101	-1	94	-9	-2	6
#5 CSc1nc(N)nc(C2CC2)n1
→ nt	-6	nt	66	nt	?	nt	96	nt	nt	8
#6 CC(=O)Nc1ccc2c(c1)CCCN2C(=O)c1ccccc1
→ -6	-15	-13	101	0	98	4	100	-5	2	1
#7 COC(=O)[C@H](C)NC(=O)Nc1ccc(S(N)(=O)=O)cc1
→ -1	-43	0	99	-1	105	-3	101	0	-2	10
#8 O=C(CCc1ccccc1)NNC(=O)c1ccccn1
→ -7	-89	2	99	0	93	3	94	6	4	-30
#9 Cc1ccc(N2CC(C(=O)Nc3ccccc3C(=O)NC3CCCCC3)CC2=O)cc1 (centres undefined)
→ -6	-6	-2	103	-7	101	-4	97	-5	-4	10
#10 CC1CCN(CCCn2c(=S)[nH]c3ccc(N4CCOCC4)cc3c2=O)CC1
→ 7	-64	9	97	6	95	9	95	4	-3	13
#11 Cc1ccc2nc(/C(C#N)=C\c3ccc(Oc4ccc([N+](=O)[O-])cn4)cc3)[nH]c2c1
→ -3	17	4	102	-5	97	2	104	-1	-3	-14
#12 Cc1[nH][nH]c(=O)c1N=Nc1ccccc1Cl
→ nt	-9	nt	103	nt	?	nt	103	nt	nt	-1
#13 CSCc1nc2sc(C(=O)Nc3nc(C)cs3)c(C)c2c(=O)[nH]1
→ -4	-23	-5	104	0	100	-2	100	0	0	79*
#14 O=C(CN1C(=O)C(=O)N(Cc2ccco2)C1=O)c1c[nH]c2ccccc12
→ nt	-41	nt	105	nt	?	nt	109	nt	nt	20
#15 COC(=O)c1cc2sccc2n1CC(=O)N(C)c1ccccc1
→ -3	-22	-9	100	-2	101	-6	100	-5	-4	-7
#16 CN1c2ccccc2C(O)=C(C(=S)Nc2ccc(F)c(Cl)c2)S1(=O)=O
→ -5	9	-8	100	-4	99	5	104	-6	2	27
#17 O=C(NS(=O)(=O)Oc1ccc(Cl)cc1)OC[C@@H]1CCCN2CCCC[C@H]12
→ -9	10	-16	99	-5	101	-4	102	-4	-4	20
#18 O=c1c2ccccc2nc(SCc2nnc(-c3ccccc3)o2)n1-c1ccc(F)cc1F
→ -3	-5	0	101	-8	100	3	101	-1	-4	-14
#19 CC1(C)CC(=O)c2cc(OCC(=O)NCC3CCCO3)ccc2O1 (centres undefined)
→ 0	-2	-4	100	-2	101	-5	103	-5	-2	1
#20 Cc1ccc(C)c(C(=O)CN2C3=NCCCN3c3ccccc32)c1
→ -3	-2	-1	105	-3	102	-3	99	-3	-4	6
#21 N/C(=N\OC(=O)COc1ccc(Cl)cc1Cl)c1ccccn1
→ 0	-17	-3	101	1	98	6	101	0	5	3
#22 COc1ccc(CC(=O)N/N=C(\C)c2ccccn2)cc1
→ -5	-19	-1	73	-7	93	-4	92	-2	-6	-44
#23 COc1ccc(OC)c(CNn2c(-c3ccccc3F)nc3ccccc3c2=O)c1
→ -5	-1	-4	105	-5	100	0	102	-5	0	1
#24 Cn1c(N)c(C(=O)COC(=O)CC(NC(=O)c2ccccc2Cl)c2ccccc2)c(=O)n(C)c1=O (centres undefined)
→ -2	-5	0	102	-5	103	-3	102	-5	-1	11
#25 COc1ccc(C(CNC(=O)Cc2c(F)cccc2Cl)N2CCCCC2)cc1 (centres undefined)
→ -2	-10	-6	101	1	104	1	101	0	0	9
#26 Cc1cc(C)cc(NC(=O)C(OC(=O)C2=COCCO2)c2ccccc2)c1 (centres undefined)
→ -4	-65	-5	100	-4	100	-2	104	-5	0	1
#27 NC(=O)N/N=C/c1ccc(N2CCOCC2)s1
→ -10	-78	9	101	-4	98	2	101	4	-4	33
#28 CCOC(=O)C1=C(CNCc2ccc(F)cc2)NC(=O)NC1c1cccc([N+](=O)[O-])c1 (centres undefined)
→ -3	-6	-3	101	-2	93	0	95	-1	0	22
#29 CCN(CC)C(=O)C1=C(C)NC(=S)NC1c1cccs1 (centres undefined)
→ -21	-47	-6	99	-7	97	-2	94	-4	-1	0
#30 CCn1cnc2cc(NS(=O)(=O)c3ccc(C)cc3)ccc21
→ -9	-18	-9	104	-3	105	-2	103	-6	-3	17
#31 c1ccc(-c2ccccc2OCCCCN2CCCCC2)cc1
→ -6	30	-18	112	-9	109	-5	107	-12	-10	31
#32 COc1ccc(C2OC34CCCCC3C(C#N)(C#N)C2(C#N)C(=N)O4)cc1 (centres undefined)
→ -13	-51	-20	98	-9	102	-5	102	-13	-6	-2
#33 CC1=NN(c2ccccc2)C(=O)/C1=C\C=C1/N(C)c2ccccc2C1(C)C
→ -10	-38	-1	99	-5	99	-4	99	-2	-5	-5
#34 C=CCOc1c(Cl)cc(CNc2ccc(N(C)C)cc2)cc1OC
→ 0	-40	0	87	0	89	0	96	0	-1	-5
#35 CC(=O)c1c(N2CCN(c3ccccc3)CC2)nc(=S)n(-c2ccccc2)c1C
→ -4	-28	3	97	-2	96	-2	97	0	-2	-5
#36 COc1ccc(C2=NN(CC(=O)NCc3ccco3)C(=O)CC2)cc1
→ 1	-8	-20	104	2	103	1	104	-8	3	10
#37 COc1ccc(CCNC(=O)Cn2c(=O)oc3ccccc32)cc1OC
→ 1	-14	0	101	0	102	3	100	2	2	-9
#38 COc1cccc(OCc2cc(C3Nc4ccccc4C(=O)N3Cc3ccco3)ccc2OC)c1 (centres undefined)
→ -35	-8	-31	104	-30	106	-32	102	-31	-35	32
#39 COc1ccc(OCCn2c(=N)n(CCO)c3ccccc32)cc1
→ -1	-11	0	108	0	107	-1	108	0	0	20
#40 C=CCC1CCCC(=O)N2CC[C@H](O)C12 (some centres undefined)
→ -4	-16	2	77	1	93	0	93	0	3	9
#41 OCCN1CN=C(Nc2nc3ccccc3o2)NC1
→ 0	-1	0	129	-1	106	-1	109	6	2	7
#42 O=C(COC(=O)C12CC3CC(CC(Br)(C3)C1)C2)Nc1cccnc1Cl
→ -4	-8	-8	99	-2	105	0	100	-3	-1	6
#43 CCCC(=O)N1CCN(c2ccc([N+](=O)[O-])c(NC(C)c3ccccc3)c2)CC1 (centres undefined)
→ -2	-21	-1	97	-3	94	-1	96	0	0	13
#44 Cc1cc(C)c(S(=O)(=O)Cc2ccc(Cl)cc2)c(=O)[nH]1
→ -3	-4	-9	104	-3	105	0	105	-2	-1	3
#45 CCOC(=O)c1sc(=NC(=O)C2CC2)n(C)c1C
→ 1	-19	0	110	1	104	6	107	9	5	-8
#46 Cc1cc(=O)oc(C)c1C(=O)N1CCCCC1
→ -3	-9	-1	102	-4	100	0	97	-4	-3	-5
#47 Cc1cccc(-n2c(C)nc3sccc3c2=O)c1
→ 0	-14	0	103	1	98	0	100	0	1	5
#48 CC(=O)c1sc2nc(=O)c(C)nn2c1C
→ -5	11	-14	101	-13	105	-3	107	-10	-1	15
#49 O=C(CN(CCc1ccccc1)C(=O)c1csnn1)NC1CCCC1
→ 0	-20	-2	99	1	97	2	98	2	1	-6
#50 Cc1nn(-c2cccc(Cl)c2)c2c1C(c1cccnc1)C(C#N)=C(N)O2 (centres undefined)
→ -5	-5	-11	99	-6	100	-1	100	-9	-1	7
#51 O=c1[nH][nH]c(-c2ccccc2)c1C=Nc1ccc(OC(F)(F)F)cc1
→ -3	-21	-7	102	-4	?	0	102	-4	3	-4
#52 Cc1nonc1NC(=O)Nc1cccnc1
→ -1	-14	-1	101	-2	101	0	101	-1	0	8
#53 NC(=S)NNC(=O)Nc1cccc(Cl)c1
→ 0	-46	-9	84	1	98	4	103	-5	3	-6
#54 CCOc1ccc(N2C(=O)c3cccnc3C2Nc2ccc(OC)cc2)cc1 (centres undefined)
→ -12	-36	-19	100	-6	103	-1	101	-13	-5	4
#55 Cc1cc(Cl)ccc1OCC(=O)Nc1nc(-c2cccs2)cs1
→ -5	-6	-4	102	-2	99	-3	98	-4	-4	1
#56 ClC(Cl)(Cl)c1nc(N/N=C/c2ccncc2)c2ccccc2n1
→ -4	-14	-3	103	0	116	1	106	-4	0	1
#57 COC(=O)Cc1c(C(=O)OC)nnn1-c1ccc(OC)cc1
→ -2	3	-6	98	0	97	0	98	-7	-2	15
#58 CN(C)c1cccc(NC(=O)c2ccco2)c1
→ -10	-34	12	98	0	100	2	95	3	-5	47
#59 Cc1ccc(NC(=S)N2CCN(C3CCCCC3)CC2)cc1
→ -5	-69	1	102	-1	98	-2	102	-3	-4	-3

Exported as a markdown table: entries from further up.
| item | compound | Bim-Bcl-B | Mcl1-Bid inh | Bim-Bfl-1 | RGS8-Gao reg | Bim-Bcl-XL | RGS7-Gao reg | Bcl-W Bim block | RGS4-Gao reg | Bim-Bcl-2 | Bim-Mcl-1 | Mcl1-Noxa inh |
| --- | --- | --- | --- | --- | --- | --- | --- | --- | --- | --- | --- | --- |
| 52 | Cc1nonc1NC(=O)Nc1cccnc1 | -1 | -14 | -1 | 101 | -2 | 101 | 0 | 101 | -1 | 0 | 8 |
| 53 | NC(=S)NNC(=O)Nc1cccc(Cl)c1 | 0 | -46 | -9 | 84 | 1 | 98 | 4 | 103 | -5 | 3 | -6 |
